Screens from PubChem BioAssay.
tim23-1 inh: tim23-1 yeast growth inhibition; actives 1.3% (n = 330,000); S. cerevisiae tim23-1 growth, BacTiter-Glo luminescence, 24 h; inhibition, % at 20 µM;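 active = growth inhibition of the mutant yeast at or above 50%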;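 also: temperature-sensitive mutant grown at 25 °C; plate controls were DMSO-treated mutant yeast for no effect and medium wells lacking yeast for full effect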
Mdm2-MdmX inh: human Mdm2/MdmX binding inhibition; O15151+Q00987; SaOS-2 split-luciferase Mdm2/MdmX complementation, luminescence; actives 3% (n = 330,000); inhibition, % at 8 µM;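 active = inhibition of at least 50% at 8 µM in the primary screen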
APJ antag: APJ receptor antagonism; P35414; CHO-K1 APJ beta-arrestin complementation, luminescence; inhibition, % at 20 µM; actives 0.32% (n = 330,000); AID 2521;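 active = inhibition above about 40% at 20 µM, limit read from the data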;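 also: cells challenged with 10 nM apelin-13 agonist together with compound; plate controls were apelin-13 plus DMSO wells for no effect and DMSO wells lacking apelin-13 for full effect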
Target sequence (P35414 whole entry, looked up): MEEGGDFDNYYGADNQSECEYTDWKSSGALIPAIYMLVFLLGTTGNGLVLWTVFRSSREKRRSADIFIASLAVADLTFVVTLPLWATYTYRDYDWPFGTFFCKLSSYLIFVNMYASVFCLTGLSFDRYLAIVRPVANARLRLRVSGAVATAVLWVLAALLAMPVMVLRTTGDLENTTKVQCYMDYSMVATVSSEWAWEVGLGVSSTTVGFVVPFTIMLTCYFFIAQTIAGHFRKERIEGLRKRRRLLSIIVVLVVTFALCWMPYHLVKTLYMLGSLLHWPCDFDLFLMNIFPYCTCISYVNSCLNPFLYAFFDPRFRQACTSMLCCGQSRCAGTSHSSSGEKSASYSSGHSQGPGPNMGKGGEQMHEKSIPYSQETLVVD
EBI2 block: blocks human EBI2 receptor beta-arrestin signaling | EBI2 beta-arrestin recruitment, luminescence, 7a,25-OHC stimulated | inhibition, % at 5 µM | actives 0.81% (n = 360,000) | AID 651636; in the data active = inhibition above about 38%;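 also: enzyme fragment complementation signal reports receptor beta-arrestin coupling in cells; 0% = agonist plus DMSO wells and 100% = wells without agonist; some results beyond the cut were filed as inactive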
Target sequence (P32249 whole entry, looked up, the tested form may be a part): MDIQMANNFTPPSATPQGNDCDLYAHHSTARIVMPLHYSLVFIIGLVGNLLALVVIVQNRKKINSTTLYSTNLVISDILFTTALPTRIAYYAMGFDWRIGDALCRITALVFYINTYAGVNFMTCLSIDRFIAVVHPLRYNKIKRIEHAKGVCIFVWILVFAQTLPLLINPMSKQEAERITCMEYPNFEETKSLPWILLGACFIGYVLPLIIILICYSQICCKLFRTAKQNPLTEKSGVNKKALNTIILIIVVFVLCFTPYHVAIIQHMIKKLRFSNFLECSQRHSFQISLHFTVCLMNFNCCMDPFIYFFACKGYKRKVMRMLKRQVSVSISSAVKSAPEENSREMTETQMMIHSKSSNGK
CCR6 antagonist: CCR6 (human) receptor antagonism | P51684 | CHO-K1 CCR6 PathHunter beta-arrestin, luminescence, CCL20-stimulated | inhibition, % at 20 µM | actives 0.49% (n = 340,000) | AID 493098;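 active = compounds whose inhibition of the agonist-driven luminescence signal at 20 µM reaches about 50%, limit read from the data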;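 also: cells stimulated with CCL20 at 14 nM final; plate controls were DMSO with CCL20 for no effect and DMSO without agonist for full effect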
UPR XBP1 act: activators of adaptive arm of unfolded protein response (XBP1); CHO-XBP1 luciferase reporter, IRE1-XBP1 UPR activation, luminescence; percent of tunicamycin response, DMSO as zero; activation, % at 20 µM; actives 0.33% (n = 330,000); AID 463104;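 active = versus positive control, 20 µM dose yields 30% or more activation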;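 also: 100% = tunicamycin at 10 µg/mL and 0% = DMSO only wells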
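Material: CHO-XBP1 cells stably carrying IRE1-XBP1-driven luciferase reporter / Amount: 1000 cells per well / Compound: 20 µM, 1% DMSO / Times: 6 h treatment, 37 °C / Detection: luciferase luminescence / Measure: % activation of reporter signal versus tunicamycin and DMSO controls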
CXCR6 inh: blocks human CXCR6 beta-arrestin recruitment. CHO-K1 PathHunter CXCR6 beta-arrestin, luminescence. inhibition, % at 20 µM. actives 0.36% (n = 360,000); in the data active = inhibition above about 34%, passing the limit was not always enough;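 also: antagonist mode with CXCL16 agonist at 10 nM final; 0% = 10 nM CXCL16 with DMSO and 100% = unstimulated wells without agonist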
Target sequence (O00574 whole entry, looked up): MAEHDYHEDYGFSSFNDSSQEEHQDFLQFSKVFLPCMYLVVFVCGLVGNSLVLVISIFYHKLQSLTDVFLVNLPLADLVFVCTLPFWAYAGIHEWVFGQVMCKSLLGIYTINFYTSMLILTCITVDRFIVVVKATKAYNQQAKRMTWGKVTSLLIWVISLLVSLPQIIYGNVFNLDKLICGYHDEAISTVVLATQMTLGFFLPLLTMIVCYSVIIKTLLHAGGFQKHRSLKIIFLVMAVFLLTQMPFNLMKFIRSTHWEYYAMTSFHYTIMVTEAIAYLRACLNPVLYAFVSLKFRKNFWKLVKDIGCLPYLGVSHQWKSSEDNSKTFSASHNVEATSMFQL
APJ ag: APJ receptor agonism | AID 2520 | P35414 | activation, % at 20 µM | CHO-K1 APJ PathHunter beta-arrestin, luminescence; 0% DMSO wells, 100% apelin | actives 0.11% (n = 330,000);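 active = activation more than six SD over the plate average, tested at 20 µM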;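 also: 0% = DMSO alone and 100% = apelin-13 at 10 nM; some results filed as inactive read as strong as hits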
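Material: CHO-K1 APJ beta-arrestin complementation cell line; Input: cell density 1000 per well; Incubation: compound stimulation 90 min at 25 °C, detection 60 min; Signal: luminescence from split beta-galactosidase complementation, Galacton Star/Emerald II substrate; Controls: DMSO-only wells as negative, 10 nM Apelin-13 as positive control.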
UPR CHOP act: activators of apoptotic arm of unfolded protein response (CHOP); CHO-CHOP luciferase reporter, UPR activation, luminescence; percent of tunicamycin response over DMSO baseline; activation, % at 10 µM; actives 0.34% (n = 330,000); AID 449763;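 active = at 10 µM dose, activation of 40% or more, normalized to positive control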;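 also: 100% = tunicamycin at 10 µg/mL and 0% = DMSO alone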
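System: CHO-CHOP luciferase reporter cell line; amount: 500 cells/well; buffer or medium: F12 medium containing 10% fetal bovine serum; incubation: 6 h compound exposure at 37 °C after overnight seeding; measured by: luciferase luminescence after 10 min with Steady-Glo reagent; evaluation: % reporter activation, DMSO baseline versus tunicamycin full activation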
* = called active by the depositor. These rows are one share of the data; rates above refer to the full screens.

SMILES	tim23-1 inh	Mdm2-MdmX inh	APJ antag	EBI2 block	CCR6 antagonist	UPR XBP1 act	CXCR6 inh	APJ ag	UPR CHOP act
C[N+](C)(C)C(Cc1ccccc1)C(=O)[O-] (stereo not given)	-17.2	-35.6	-10.6	-1.3	-10.8	-2.3	-0.3	-2.5	-1.2
NCCCC(=O)N1c2ccccc2Sc2ccc(Cl)cc21	4.6	23.8	3.7	-8.6	24.1	-1.2	21.8	-4.3	-1.1
O=c1[nH]c(Nc2ccccn2)cc2ccccc12	19.0	-15.1	-0.7	-8.8	0.4	5.5	-6.8	6.9	3.6
CC(=O)c1ccc(S(=O)(=O)N(C)CC(=O)N2CCCCCC2)cc1	6.3	19.8	5.9	4.4	1.4	-4.4	-1.5	-2.0	-0.7
CCN1CCN(C(=S)Nc2ccc(Cl)cc2)CC1	6.4	-6.3	8.1	0.7	6.2	-4.3	-4.0	-1.0	1.0
Cc1cccc(C)c1NC(=O)COC(=O)c1nonc1N	4.6	17.5	-2.2	-3.2	8.4	-1.1	-2.5	-3.2	-0.7
N#CCC(=O)N/N=C/c1cn(Cc2ccc(Cl)c(Cl)c2)c2ccccc12	0.8	73.0*	-3.4	5.5	2.6	-1.5	-6.5	-3.5	-1.1
COCCCNC(=O)[C@H](CSCc1ccccc1)N1Cc2ccccc2C1=O	19.5	5.2	6.4	-3.7	5.8	-2.0	1.7	-2.6	-1.9
CC(C)(C)c1ccc(NC(=O)c2ccsc2)cc1	55.7*	-187.0	-13.5	-3.2	-1.8	1.1	-3.5	1.2	1.9
COc1cc(C(=O)Nc2nc(N)n(-c3ccccc3)n2)cc(OC)c1OC	1.5	7.6	6.9	1.6	4.6	0.8	-2.6	-2.7	0.0
COc1ccc(CCNC(=O)c2cc(S(=O)(=O)N3CCCCC3)ccc2Cl)cc1	8.3	-3.0	7.6	0.7	16.3	-3.8	1.9	-1.5	-1.6
O=C(/C=C/c1ccc2ccccc2n1)N1CCN(S(=O)(=O)c2ccccc2F)CC1	30.0	75.6*	4.8	54.6*	6.3	-3.8	-2.4	-1.5	1.5
COc1ccc(CCN(C)C(=O)COc2ccc(N(C)S(=O)(=O)c3ccc(C)cc3)cc2)cc1OC	12.5	13.5	4.9	-3.3	10.2	-0.7	-1.3	-4.8	3.1
Cc1ccc(OCc2nnc(SCC(=O)C(C)(C)C)n2Cc2ccco2)cc1	32.3	8.3	11.7	3.8	10.7	-5.2	0.1	-3.8	-2.9
CN(CC(=O)Nc1ccccc1Br)C(=O)c1ccc2c(=O)n3c(nc2c1)CCC3	-9.7	5.3	12.9	-10.6	-6.1	-1.8	4.6	0.6	3.6
CCOc1cc(C(=O)N2CCC3(CC2)NCCc2[nH]cnc23)cc(OCC)c1OCC	-10.2	-4.5	-24.9	-2.3	10.4	-0.3	-4.6	-0.8	-0.3
Cc1cccc(NC(=O)CSCC(=O)Nc2cccc(S(=O)(=O)N3CCCCCC3)c2)c1	6.6	23.9	-7.9	6.1	4.6	0.7	-2.4	1.0	-0.5
CCOC(=O)c1ccc(NC(=O)CCS(=O)(=O)c2cccc3nonc23)cc1	3.4	14.4	-1.3	5.1	14.5	-2.2	9.9	-0.3	1.3
CC(=O)Nc1ccc(Nc2ccc([N+](=O)[O-])cn2)cc1	3.9	13.6	-5.2	-9.2	31.0	-3.0	8.3	-3.8	3.0
CCOc1cccc(C(=O)NC(=S)Nc2cccc(NC(=O)c3ccccc3Cl)c2)c1	6.6	38.5	-1.0	16.4	21.4	-3.7	29.5	-2.1	1.0
O=C(NCCc1ccccc1)C(=O)NCc1ccncc1	4.5	0.8	8.3	-7.0	11.9	-2.1	-4.2	-3.8	2.2
Cc1ccc(-c2nnc(Nc3ccc(O)cc3)c3ccccc23)cc1S(=O)(=O)NCCO	16.3	12.2	-10.7	-0.6	3.8	-6.5	0.0	-0.9	2.6
CC(=O)Nc1ccc(C(=O)NCCN2CCOCC2)cc1	-1.8	8.1	-12.6	1.5	8.6	-3.0	3.8	-1.0	-2.3
COc1cc(/C=N/OCC(=O)Nc2ccc(OC(F)F)cc2)ccc1OCc1ccccc1	-5.7	28.9	-0.8	3.0	15.1	-4.2	-2.0	-3.2	4.1
CCOC(=O)CN1CC23C=CC(O2)C(C(=O)NC2CCCCC2)C3C1=O (stereo not given)	18.0	13.0	21.1	-6.9	6.3	-1.9	-1.7	1.4	-0.2
The listing continues.
SMILES	tim23-1 inh	Mdm2-MdmX inh	APJ antag	EBI2 block	CCR6 antagonist	UPR XBP1 act	CXCR6 inh	APJ ag	UPR CHOP act
Cc1ccc(OCC(=O)N/N=C\c2cccs2)c([N+](=O)[O-])c1	17.6	-38.4	-5.5	-3.0	3.2	2.2	3.5	-3.7	1.5
CCCc1nc(SCC(=O)NCc2ccco2)c2c(=O)n(C)c(=O)n(C)c2n1	-4.1	6.3	7.0	-8.3	4.0	-3.1	-1.5	3.8	0.0
CN=C(c1ccc([N+](=O)[O-])cc1)N1CCCCC1	-9.2	14.9	3.7	9.9	-6.1	-4.8	-7.2	-4.3	2.0
CCCCn1c(N)c(N(CC(C)C)C(=O)CCCc2nc3ccccc3s2)c(=O)[nH]c1=O	-7.4	16.5	-6.3	-1.8	6.0	3.9	5.5	-4.0	0.1
O=C(COC(=O)c1cc(-c2ccco2)nc2ccccc12)NCc1ccccc1	8.6	-19.0	6.1	0.1	1.3	0.7	16.9	-1.5	-0.2
O=C(NCCCN1CCCCC1)C1(S(=O)(=O)c2ccc(Cl)cc2)CC1	5.8	-7.0	-84.6	-8.3	4.7	-1.5	-5.1	-3.7	2.1
NC(=O)C1=C[C@H](c2coc3ccccc3c2=O)C[C@H](OCCCCO)O1	12.0	-28.1	-3.3	-5.0	-2.7	0.4	-3.8	-4.0	2.5
CCn1c(C)nc2cc(N)ccc21	19.3	-33.7	17.8	1.6	4.8	-1.4	-0.4	0.8	-1.5
Nc1ccc(N2CCOCC2)cc1C(F)(F)F	12.2	-6.3	-16.1	-3.4	-1.0	-1.4	3.3	-2.7	-0.2
CC(NS(=O)(=O)c1ccc(F)cc1)C(c1cccs1)N1CCOCC1 (stereo not given)	23.3	7.0	-9.7	2.3	-16.7	-1.0	3.6	1.2	-0.2
O=C(COC(=O)c1ccncc1)c1ccc(Cl)c(Cl)c1	3.2	-8.6	74.2*	-4.6	15.1	-2.3	0.7	-11.7	-2.4
O=C(Cn1cnc2c(nnn2Cc2ccccc2F)c1=O)OCc1ccccc1	4.4	23.9	-5.7	-5.9	5.4	-1.0	-6.1	-5.4	-0.3
Cc1ccc(S(=O)(=O)Nc2ccc(S(=O)(=O)NC(C)(C)C)cc2)cc1	22.7	-2.5	-4.0	-3.0	-3.1	-1.7	-7.8	-2.8	-1.9
CC1CC(=O)Nc2ccccc2N1C(=O)CSc1ncnc2sccc12 (stereo not given)	-6.1	14.6	0.7	-3.9	4.7	0.9	1.2	-2.6	2.5
CCCCc1nnc(SCC(=O)Nc2nccs2)n1CC	14.0	20.7	12.4	0.7	-1.3	-1.6	3.0	-6.4	1.1
CCOC(=O)c1c(-c2ccc(OC)cc2)csc1/N=C/N(C)C	22.7	4.2	-7.7	-5.9	-1.0	-2.4	3.8	-3.6	-2.7
O=C(COc1ccc2ccccc2c1Br)N1CCOCC1	-2.9	-44.5	-6.4	1.4	-17.6	0.2	-3.5	1.5	4.9
Nc1sc(-c2ccccc2)c(Cc2ccccc2)c1C(=O)O	18.9	15.8	6.9	4.1	7.9	-1.7	-1.6	-1.0	-0.4
Cc1cccc(C)c1OCC(=O)NCc1nnc(SCC(=O)NC2CCCCC2C)n1C (stereo not given)	-9.1	-0.4	11.9	2.8	5.0	-1.0	-1.2	-4.4	-1.9
O=C(N/N=C/c1ccco1)c1cc(-c2ccc(Br)s2)[nH]n1	9.5	18.9	-2.4	0.3	-5.9	3.8	1.5	1.5	0.3
O=C(NCc1ccc(Cl)cc1)c1ccc(-c2ccccc2C(F)(F)F)o1	14.1	10.1	1.1	-16.9	20.3	-1.5	-5.3	-6.4	-1.3
O=S(=O)(c1ccc(SCCOc2cccc(Br)c2)nc1)N1CCCC1	24.7	25.2	0.0	7.9	18.1	2.7	2.8	-4.1	1.0
CN(C)/C=C/c1onc(-c2c(Cl)cccc2Cl)c1C#N	13.6	18.6	-5.4	3.1	20.2	1.0	7.9	-2.1	-0.2
CSc1ccc(C(=O)N2CCC(CCC(=O)NCc3ccc(F)cc3)CC2)cc1	12.3	1.1	6.7	13.5	-8.1	-5.9	1.3	-2.2	-1.2
Cc1ccc(C)c(NC(=O)CN(C)C(=O)c2ccc3[nH]c4c(c3c2)CC(C)CC4)c1 (stereo not given)	25.5	1.5	6.5	6.8	13.6	1.1	0.6	-1.9	-0.4

An excerpt from above, limited to APJ antag and APJ ag.
Molecule | APJ antag | APJ ag
O=C(COC(=O)c1cc(-c2ccco2)nc2ccccc12)NCc1ccccc1 | 6.1 | -1.5
O=C(NCCCN1CCCCC1)C1(S(=O)(=O)c2ccc(Cl)cc2)CC1 | -84.6 | -3.7

(list continues)
SMILES	tim23-1 inh	Mdm2-MdmX inh	APJ antag	EBI2 block	CCR6 antagonist	UPR XBP1 act	CXCR6 inh	APJ ag	UPR CHOP act
C[C@@]12C(=O)Nc3cc(Cl)ccc3C(=O)N1[C@H]1c3cc(Cl)ccc3OC[C@@H]1[C@@H]2c1ccccc1	37.9	60.8*	-4.1	2.1	-5.4	6.0	4.9	-0.4	0.4
FC(F)(F)c1nc2cc3nc4ccccc4[nH]c3cc2n1	19.5	9.6	17.3	-4.2	26.0	3.0	8.6	2.2	3.7
CCN(c1ccccc1)S(=O)(=O)c1ccc(Cl)c(NC(=O)CSc2nnc(C)s2)c1	6.4	9.3	14.5	7.5	12.5	-2.3	0.7	-4.0	-1.2
COc1cccc(/C=N/NC(=O)C(=O)NCc2cccnc2)c1OC	8.4	-18.1	-17.9	-2.1	5.6	-3.0	-13.6	0.5	0.9
S=c1[nH]nc(-c2cccnc2)n1/N=C/C(Cl)=C\c1ccccc1	30.0	0.2	-20.4	-3.2	20.9	1.8	7.6	2.2	3.4
CCOc1ccccc1CNCCOC	4.0	-31.3	11.2	-12.3	-2.2	0.9	2.6	-2.4	4.3
Cc1cc(C)c(S(C)(=O)=O)c(=O)[nH]1	12.5	9.8	7.4	-8.4	3.8	-5.8	-0.9	-4.3	2.1
Cc1cccc(OCC(=O)NCC(=O)N/N=C/c2cc(Br)ccc2OCc2ccccc2)c1	13.8	-15.0	20.9	-5.2	6.1	2.2	3.5	-1.5	0.1
CCOC(=O)N1CCC(NC(=O)C2=C(C)C(=O)OC23CCC(C)CC3)CC1 (stereo not given)	-2.3	23.4	10.4	-5.5	1.7	-0.6	-10.0	-6.3	-1.5
CCOC(=O)C1CCN(C(=O)c2ccc(OCC(=O)Nc3ccc(OCC)cc3)c(OC)c2)CC1	27.0	-4.0	1.5	-16.2	-3.1	-1.1	3.5	6.6	2.9
CCOc1ccc(S(=O)(=O)NCc2ccncc2)cc1NC(=O)c1ccccc1	5.6	48.1	-6.1	0.0	5.0	-3.0	-6.8	8.8	-1.5
